Assay outcomes from PubChem.
bIAP activator: intestinal alkaline phosphatase (bovine) activation; purified bovine IAP, CDP-star luminescence, 30 min; active compounds read high; fold of DMSO-control signal, blank-subtracted; activation factor at 20 µM; hit rate 0.17% among 200,000;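 active = activation factor of 2 or more at 20 µM, a signal rise over negative controls twice the positive control's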
PPARg SRC-2 ag: promotes SRC-2 coactivator recruitment by human PPARgamma. P37231. PPARgamma LBD-SRC-2 recruitment, biochemical. activation, % at 8 µM. hit rate 0.34% among 200,000. AID 1032; in the data active = activation above about 22%;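 note: 0% = vehicle and 100% = reference agonist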
STAT3 blocker: reduces IL-6 driven STAT3 reporter signal; U3A cells, IL-6 STAT3-luciferase reporter, luminescence; host cell line lacks STAT1; inhibition, % at 5.5 µM; hit rate 0.89% among 190,000;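 active = inhibition above the mean inhibition across all screened compounds plus 3 SD, cut at about 44% in these data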;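 note: 0% = DMSO only wells and 100% = 100 µM nifuroxazide control wells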
SRC2 TRFRET art: flags TR-FRET format artefacts in PPARgamma SRC-2 recruitment agonist screen; TR-FRET ratio at 8 µM; hit rate 0.4% among 200,000; AID 1049; TR-FRET artefact counter-screen; active compounds read high; in the data active = TR-FRET ratio above about 2000; note: inactives centre near 1500
ROMK mod: human ROMK K+ channel modulation, primary screen. B-score at 10 µM. hit rate 2% among 130,000. Tet-inducible ROMK, thallium flux fluorescence; actives lie on both sides;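 active = signal ratio slope over the read window, or its plate-corrected B-score, at least 3 SD from the plate mean, either direction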;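 note: B-score of the F/F0 ratio slope over 7 to 12 s after thallium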
Target sequence (P48048 whole entry, looked up): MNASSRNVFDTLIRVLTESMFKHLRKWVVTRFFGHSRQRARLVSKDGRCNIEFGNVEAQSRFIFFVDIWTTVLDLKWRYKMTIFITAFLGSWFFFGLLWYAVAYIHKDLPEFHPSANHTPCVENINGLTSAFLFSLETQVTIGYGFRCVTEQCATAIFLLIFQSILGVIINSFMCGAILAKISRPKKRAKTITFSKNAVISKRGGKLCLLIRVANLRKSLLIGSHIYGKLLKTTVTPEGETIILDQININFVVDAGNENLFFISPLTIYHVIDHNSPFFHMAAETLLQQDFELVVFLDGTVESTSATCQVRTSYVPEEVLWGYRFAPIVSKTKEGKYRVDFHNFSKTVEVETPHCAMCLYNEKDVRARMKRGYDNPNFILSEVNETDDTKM
bIAP inh: intestinal alkaline phosphatase (bovine) inhibition; purified bovine IAP, CDP-star luminescence, 30 min; 190,000 tested, under 10 active; inhibition, % at 20 µM;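 active = over 50% inhibition of intestinal alkaline phosphatase at 20 µM in the single-dose screen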
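System: purified bovine intestinal alkaline phosphatase (IAP) enzyme; Input: IAP diluted 1/65,000,000 in the well; Measured by: CDP-star luminescence signal; Compound dosing: 20 µM single dose; Incubation: 30 min reaction at room temperature.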
STAT1 inh: STAT1 signaling inhibition; inhibition, % at 5.5 µM; AID 920; NIH 3T3 STAT1-luciferase reporter, IFN-gamma, luminescence; hit rate 0.35% among 200,000;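 active = inhibition above a set limit, the mean inhibition across all tested compounds plus 3 SD, cut at about 34% in these data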;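 note: 0% = IFN-gamma with DMSO and 100% = IFN-gamma with 300 µM nifuroxazide; values of inactives mirror those of a sister screen read the other way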
STAT3 act: STAT3 signaling activation; U3A cells, IL-6 STAT3-luciferase reporter, luminescence; 100% = signal with IL-6 EC80 alone; hit rate 0.91% among 190,000; activation (% of control), % at 5.6 µM;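 active = activation above the screen-wide mean of compound activation plus 3 SD, cut at about 130% in these data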;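 note: 0% = background luminescence of wells with medium and substrate only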
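Material: STAT1-lacking human U3A cells, STAT3 luciferase reporter | Benchmarks: IL-6-only wells as 100% reference | Probe or stimulus: IL-6 (33 ng/mL) | Timing: Compound 1 h, then IL-6 6 h at 37 °C | Detection: Luminescence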
PPARg SRC3 recr: agonists of human PPARgamma SRC-3 coactivator recruitment; biochemical PPARgamma/SRC-3 coactivator recruitment assay; P37231; hit rate 0.26% among 200,000; AID 731; activation, % at 8 µM; in the data active = activation above about 23%;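 note: 0% = DMSO and 100% = reference agonist; some compounds past the cut are filed as inactive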
TNAP act hi DEA: TNAP (human) activation, high acceptor. P05186. purified TNAP, CDP-star luminescence, 1 M DEA, 30 min; active compounds read high; 0 = EDTA background, 1 = DMSO-only activity. activation factor at 20 µM. 200,000 tested, under 10 active. AID 1136;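 active = activation factor at least 2 at 20 µM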
Target sequence (P05186 whole entry, looked up): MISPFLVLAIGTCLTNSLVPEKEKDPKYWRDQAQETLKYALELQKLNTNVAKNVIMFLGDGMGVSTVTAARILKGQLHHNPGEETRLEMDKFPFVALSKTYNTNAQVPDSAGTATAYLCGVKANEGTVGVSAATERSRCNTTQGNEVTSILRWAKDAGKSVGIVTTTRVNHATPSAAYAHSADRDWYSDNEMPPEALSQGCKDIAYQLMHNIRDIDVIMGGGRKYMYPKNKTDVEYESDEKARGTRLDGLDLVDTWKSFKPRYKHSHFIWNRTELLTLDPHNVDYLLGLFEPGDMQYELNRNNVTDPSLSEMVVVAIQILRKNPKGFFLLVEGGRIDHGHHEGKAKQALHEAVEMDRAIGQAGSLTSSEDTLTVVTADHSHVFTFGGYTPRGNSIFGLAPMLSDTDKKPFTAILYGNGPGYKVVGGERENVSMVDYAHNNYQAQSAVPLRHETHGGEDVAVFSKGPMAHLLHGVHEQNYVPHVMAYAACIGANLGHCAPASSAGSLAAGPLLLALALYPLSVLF
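Dosing: 20 µM single point. System: human TNAP. Amount: TNAP 1/800 final. Incubation: 30 min, room temperature. Read-out: TNAP activation factor scaled between EDTA and DMSO control wells. Signal: luminescence from CDP-star hydrolysis. Medium: 1 M DEA, pH 9.8, Mg2+, Zn2+. Control set: EDTA negative control, DMSO positive control.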
PPARg SRC-1 ag: agonists of human PPARgamma SRC-1 coactivator recruitment. P37231. PPARgamma-SRC-1 coactivator recruitment biochemical assay. activation, % at 8 µM. hit rate 0.41% among 200,000; in the data active = activation above about 19%;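 note: 0% = DMSO and 100% = reference agonist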
An asterisk follows results filed as active; . = not tested or not shown. An unsorted share of the library. About 3.7% of those tested had a hit in this group.

SMILES	bIAP activator	PPARg SRC-2 ag	STAT3 blocker	SRC2 TRFRET art	ROMK mod	bIAP inh	STAT1 inh	STAT3 act	PPARg SRC3 recr	TNAP act hi DEA	PPARg SRC-1 ag
O=C(N/N=C1/CC2C=CCC12)c1ccco1 (centres undefined)	1	12	-7	1600	-0.025	-4	-38	108	5	1	12
O=C(c1ccccc1)c1cccc(NC(=O)c2ccc(Br)o2)c1	0.7	7	15	1634	-2	33	-2	88	5	1	2
O=C(Nc1cccc(-c2csc(-c3ccccc3)n2)c1)c1cccs1	0.8	0	11	1608	0.93	22	-18	92	2	1	4
Cn1cc(C(=O)c2ccc(Cl)cc2Cl)cc1C(=O)N/N=C(\N)COc1ccc(F)cc1	1.2	-1	5	1402	-0.2	-17	1	96	-4	1	-5
FC(F)(F)c1ccc2c(c1)C1C=CCC1C(c1ccncc1)N2 (centres undefined)	1.1	-2	0	1508	-0.31	-6	6	101	-1	1	-3
Cc1ccc(S(=O)(=O)N(C)C)cc1NC(=S)NNC(=O)C1CC1	1.1	1	5	1562	0.94	-14	-4	99	0	1	0
O=C1[C@H]2[C@@H](C(=O)N1c1cccc3ccccc13)C1(C(=O)c3ccccc3C1=O)N1CCC[C@@H]21	1	17	9	1439	.	-1	-4	95	13	1	4
Cc1nnc(Sc2cc(C(=O)NCCCN(C)Cc3ccccc3)c3ccccc3n2)s1	0.9	-1	-3	1510	.	12	-3	103	-1	1	-1
COc1ccc(/C(N)=N/O)c(OC)c1	1.1	15	6	1791	-0.24	-6	-5	96	4	1	3
CCSc1nnc(NC(=O)C2C3C=CC(C3)C2C(=O)O)s1 (centres undefined)	1	3	-12	1522	-0.54	-2	-5	107	5	1	5
Cc1cc2cc(CNC(=O)c3ccc(S(=O)(=O)N4CCCCC4)cc3)ccc2n1C	1.1	74*	14	4697*	.	-10	5	95	111*	1	83*
Nc1ccccc1Nc1cc(-c2cccc(Cl)c2)nn1-c1ccccc1	0.9	11	-5	1777	.	10	-6	107	1	0.9	6
N#C/C(=C\c1cc([N+](=O)[O-])c(N2CCOCC2)cc1N1CCOCC1)c1nc2ccccc2[nH]1	0.4	9	5	1547	.	.	-7	100	4	0.9	9
Cc1cccc(NC(=O)CCSc2ccccc2)c1C	0.9	-8	7	1534	.	6	-15	98	-4	1	-2
CC1(c2ccc3c(c2)OCO3)NC(=O)N(CC(=O)Nc2ccc(N3CCOCC3)cc2)C1=O (centres undefined)	1.1	0	2	1633	0.12	-11	0	102	-7	1	7
CC(C)Cn1c(/C=C/c2ccco2)nc2ccccc21	1	3	1	1836	.	3	5	95	-1	0.9	9
CCN1CCN(c2nc3ccccc3nc2C(C#N)C(=O)OC2CCCCC2)CC1 (centres undefined)	0.8	4	7	1699	.	18	-5	98	9	1	14
C=CCn1c(C)cc(C(=O)CSc2nnc(Cc3ccccc3)o2)c1C	0.9	0	5	1412	-1.1	6	-7	99	0	1.1	-6
COCCNC(=O)c1ccc(Cn2c(=S)[nH]c3cc4c(cc3c2=O)OCO4)cc1	0.9	4	-5	1269	1.1	8	-5	105	-2	1.1	2
COc1ccc(NC(=O)CC2Nc3cccc4cccc(c34)NC2=O)cc1 (centres undefined)	1	5	5	1889	2.4	0	3	100	8	0.9	13
CCCCC(=O)OCC(=O)c1cc(C)n(-c2c(C)n(C)n(-c3ccccc3)c2=O)c1C	1.3	-2	-4	1460	0.4	-32	5	108	4	1	0
O=c1nc2n(c3ccc(Br)cc13)CCS2	1	5	8	1496	-0.031	1	-2	95	13	1	6
CCOC(=O)c1cnc(SC)nc1Oc1cccc(NS(=O)(=O)c2ccc(F)cc2)c1	1	15	-3	1491	0.15	1	2	103	12	1.1	6
COc1cc(/C=C(\C#N)C(=O)NCCc2ccccc2)cc(OC)c1O	0.8	6	8	1422	-2.7	24	9	98	3	0.7	8
CNc1nc(N)c(C(=O)C23CC4CC(CC(C4)C2)C3)s1	0.9	-3	-3	1461	-0.034	5	-13	106	1	1	-8
CCC(=NC(C)c1ccccc1)c1c(O)n(C)c(=O)n(C)c1=O (centres undefined)	1	2	33	1505	-2.6	-1	16	74	-6	1	6
COCCn1cnnc1SCC(=O)Nc1ccccc1C(=O)Nc1ccc2c(c1)OCO2	1	2	0	1443	-1.7	-1	-7	102	5	1	5
CS(=O)(=O)N1CCCC(C(=O)NCc2ccccn2)C1 (centres undefined)	0.9	-8	4	1530	0.36	10	-3	101	-10	1.1	-3
CC1(C)C2CCC1(CS(=O)(=O)Nc1ccccc1)C(=O)C2 (centres undefined)	1.1	1	13	1411	-0.47	-5	5	96	-5	1	-6
CCOC(=O)C(C)Sc1nnc(Cn2c(=O)sc3ccccc32)n1-c1ccccc1 (centres undefined)	1.1	9	-2	1620	.	-6	-1	110	-1	1	9
CC1=NN(c2ccccc2)C(=O)C1(C)C	1	9	3	1613	.	4	-9	102	-1	1.1	-1
Cc1cccc2nc(-c3cccnc3)c(NCCC(C)C)n12	1	0	2	1547	-0.48	0	-7	101	3	1	4
COc1cccc2c1N1C(=O)c3c(C(=O)O)cccc3C1CC2(C)C (centres undefined)	0.9	3	-4	1629	-0.037	7	-1	105	3	1.1	5
CCOc1ccc(NC(C)=O)cc1[N+](=O)[O-]	1	3	15	1458	-0.13	4	0	91	8	1	0
CC(C)NS(=O)(=O)c1ccc(N2C(=O)c3ccccc3C2=O)cc1	0.9	6	9	1433	1.7	12	6	93	-3	1	3
CCCCCOC(=O)Nc1nnc(CCC)s1	1	4	2	1621	.	4	-7	101	3	1.1	1
O=Cc1c(C(=O)O)n(CC(=O)O)c2ccccc12	1	2	-10	1697	.	4	2	112	5	1	8
COc1ccc(/C=C/c2c([N+](=O)[O-])c(=O)n(C)c(=O)n2C)cc1O	0.7	-1	4	1483	1.7	32	13	103	3	0.9	5
O=C(CSc1nccn1-c1ccccc1)Nc1ccc2c(c1)OCO2	0.7	-15	3	1398	.	29	-3	101	-6	1	-4
CCN(C(=O)CSc1cc(-c2ccccc2)c2ccc(OC)cc2n1)C1CCS(=O)(=O)C1 (centres undefined)	0.9	1	-8	1384	.	11	14	103	1	1	-5
OCCNC(=S)Nc1ccc(Cl)c(Cl)c1	1	8	14	1668	-1.3	2	4	91	1	1.1	-4
Cc1cc(Cl)ccc1OC(C)C(=O)N1CCCN(C(=O)C(C)Oc2ccc(Cl)cc2C)CC1 (centres undefined)	1.1	-8	3	1541	-0.62	-12	-2	100	-5	1	1
c1ccc2c(N3CCCC3)nc(-c3ccncc3)nc2c1	1	3	17	1581	0.013	-3	2	93	4	1	6
COC(=O)/C=C/c1ccsc1NC(C)=O	1.1	-5	2	1522	0.085	-7	-8	102	0	1	4
CCC(C)NC(=O)CO/N=C/c1ccc(C(=O)OC)cc1 (centres undefined)	0.9	2	4	1537	-0.89	13	0	98	9	1	5
COCCn1c(C)cc(C(=O)CSc2nc3nc(C)cc(C)n3n2)c1C	1	9	1	1586	0.37	-2	1	99	5	1.1	7
CN(C)c1ccc(-c2nc3ccccn3c2/N=C/c2ccc(Br)cc2)cc1	0.8	-3	14	1437	-0.25	18	-38	90	-2	0.9	7
CC1CCC(NC(=O)Cn2ncc3ccccc32)CC1 (centres undefined)	0.9	5	-13	1305	.	13	-23	115	2	1	-8
Cc1ccc(NC(=O)CCn2cnc3ccccc3c2=O)c(C)c1	1.1	3	-7	1504	.	-6	-10	109	1	0.9	0
COc1ccc(/C=C2\NC(=S)N(CC3CCCO3)C2=O)c(OC)c1 (centres undefined)	0.8	18	9	1566	-0.22	24	-17	99	5	0.9	8
CCOC(=O)c1c(NC(=O)CSc2nnc(N)s2)sc(C)c1-c1ccc(C)cc1	0.7	1	-7	1681	.	31	0	101	-6	1	6
CCOC(=O)Nc1ccc(OC)c([N+](=O)[O-])c1	1.1	-3	22	1593	0.42	-6	2	84	1	1	-3
CC(C)(C)NC(=O)CN1CCC(NC(=O)C23CC4CC(CC(C4)C2)C3)CC1	1.1	-7	13	1550	-0.18	-8	2	94	-5	1	-3
CCCOc1cccc(-c2nnc(N)s2)c1	0.9	0	8	1636	0.021	9	-16	94	20	1.1	6
O=c1cc(N2CCOCC2)[nH]c(=O)n1Cc1ccc(F)cc1	1	1	7	1577	.	3	-4	101	0	1.1	3
Cc1cccc(CN2CCN(Cc3ccc(-n4cccn4)cc3)CC2CCO)n1 (centres undefined)	1	2	4	1533	.	0	5	101	11	1.1	6

A portion from the list above:
SMILES	bIAP activator	PPARg SRC-2 ag	STAT3 blocker	SRC2 TRFRET art	ROMK mod	bIAP inh	STAT1 inh	STAT3 act	PPARg SRC3 recr	TNAP act hi DEA	PPARg SRC-1 ag
CCC(C)NC(=O)CO/N=C/c1ccc(C(=O)OC)cc1 (centres undefined)	0.9	2	4	1537	-0.89	13	0	98	9	1	5
COCCn1c(C)cc(C(=O)CSc2nc3nc(C)cc(C)n3n2)c1C	1	9	1	1586	0.37	-2	1	99	5	1.1	7
CN(C)c1ccc(-c2nc3ccccn3c2/N=C/c2ccc(Br)cc2)cc1	0.8	-3	14	1437	-0.25	18	-38	90	-2	0.9	7
CC1CCC(NC(=O)Cn2ncc3ccccc32)CC1 (centres undefined)	0.9	5	-13	1305	.	13	-23	115	2	1	-8
Cc1ccc(NC(=O)CCn2cnc3ccccc3c2=O)c(C)c1	1.1	3	-7	1504	.	-6	-10	109	1	0.9	0
COc1ccc(/C=C2\NC(=S)N(CC3CCCO3)C2=O)c(OC)c1 (centres undefined)	0.8	18	9	1566	-0.22	24	-17	99	5	0.9	8
CCOC(=O)c1c(NC(=O)CSc2nnc(N)s2)sc(C)c1-c1ccc(C)cc1	0.7	1	-7	1681	.	31	0	101	-6	1	6
CCOC(=O)Nc1ccc(OC)c([N+](=O)[O-])c1	1.1	-3	22	1593	0.42	-6	2	84	1	1	-3
CC(C)(C)NC(=O)CN1CCC(NC(=O)C23CC4CC(CC(C4)C2)C3)CC1	1.1	-7	13	1550	-0.18	-8	2	94	-5	1	-3
